NS3 helicase inh: inhibitors of Hepatitis C virus NS3 helicase | 0.56% of 290,000 active | NS3 helicase DNA unwinding, Cy5 molecular beacon fluorescence | inhibition, % at 10.9 µM;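 active means inhibition above the mean of all tested compounds plus 3 SD, set per campaign, cut at about 35% in these data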;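 further: 0% = DMSO wells and 100% = thioflavine S control wells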
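System: HCV NS3 helicase fragment; control set: DMSO and thioflavine S; technique: Cy5 fluorescence at 0 and 60 min, beacon hairpin quenching; reagent: beacon DNA duplex substrate plus ATP; replicates: singlicate; schedule: 1 h reaction at 25 °C, ATP-initiated; medium: MOPS buffer pH 6.5 with MgCl2, DTT, Tween20, BSA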
PHOSPHO1 inh: inhibitors of human PHOSPHO1 phosphatase; Q8TCT1; recombinant PHOSPHO1, absorbance phosphatase assay; inhibition, % at 13.3 µM; 1.1% of 290,000 active; in the data active means inhibition above about 60%
VIM-2 inhibitor: blocks Pseudomonas aeruginosa VIM-2 metallo-beta-lactamase. purified VIM-2, nitrocefin hydrolysis, epi-absorbance fluorescence. inhibition, % at 5.6 µM. 0.89% of 290,000 active. AID 1527;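 active means inhibition above the mean of all tested compounds plus 3 SD, cutoff set per screening run, cut at about 7.5% in these data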;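 further: red hydrolysis product quenches plate fluorescence so inhibitors raise well fluorescence; 0% = enzyme with DMSO and 100% = DMSO without enzyme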
IDE cell activ: activators of human insulin-degrading enzyme in cells | activation, % at 5.96 µM | HEK cells, FAbeta-B cleavage, fluorescence polarization; 0% vehicle, 100% cell-free pure enzyme wells | AID 493087 | P14735 | 0.073% of 340,000 active;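 active means activation above the mean of all tested compounds plus 3 SD, set per screening campaign, cut at about 17% in these data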
pCIP destab: p/CIP protein destabilization; 0.01% of 290,000 active; decrease of EGFP signal, % at 10 µM; AID 1984; F442A p/CIP-EGFP cells, EGFP fluorescence, 16 h; Q05BA5;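 active means EGFP signal decrease of at least 30% at 10 µM or well 3 SD below plate mean, unless failing retest; inactive means the rest, including hits failing retest or dose response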; further: some compounds called inactive have numbers as strong as hits; many of its hits are not listed in these tables
Target sequence (Q05BA5 1-1403): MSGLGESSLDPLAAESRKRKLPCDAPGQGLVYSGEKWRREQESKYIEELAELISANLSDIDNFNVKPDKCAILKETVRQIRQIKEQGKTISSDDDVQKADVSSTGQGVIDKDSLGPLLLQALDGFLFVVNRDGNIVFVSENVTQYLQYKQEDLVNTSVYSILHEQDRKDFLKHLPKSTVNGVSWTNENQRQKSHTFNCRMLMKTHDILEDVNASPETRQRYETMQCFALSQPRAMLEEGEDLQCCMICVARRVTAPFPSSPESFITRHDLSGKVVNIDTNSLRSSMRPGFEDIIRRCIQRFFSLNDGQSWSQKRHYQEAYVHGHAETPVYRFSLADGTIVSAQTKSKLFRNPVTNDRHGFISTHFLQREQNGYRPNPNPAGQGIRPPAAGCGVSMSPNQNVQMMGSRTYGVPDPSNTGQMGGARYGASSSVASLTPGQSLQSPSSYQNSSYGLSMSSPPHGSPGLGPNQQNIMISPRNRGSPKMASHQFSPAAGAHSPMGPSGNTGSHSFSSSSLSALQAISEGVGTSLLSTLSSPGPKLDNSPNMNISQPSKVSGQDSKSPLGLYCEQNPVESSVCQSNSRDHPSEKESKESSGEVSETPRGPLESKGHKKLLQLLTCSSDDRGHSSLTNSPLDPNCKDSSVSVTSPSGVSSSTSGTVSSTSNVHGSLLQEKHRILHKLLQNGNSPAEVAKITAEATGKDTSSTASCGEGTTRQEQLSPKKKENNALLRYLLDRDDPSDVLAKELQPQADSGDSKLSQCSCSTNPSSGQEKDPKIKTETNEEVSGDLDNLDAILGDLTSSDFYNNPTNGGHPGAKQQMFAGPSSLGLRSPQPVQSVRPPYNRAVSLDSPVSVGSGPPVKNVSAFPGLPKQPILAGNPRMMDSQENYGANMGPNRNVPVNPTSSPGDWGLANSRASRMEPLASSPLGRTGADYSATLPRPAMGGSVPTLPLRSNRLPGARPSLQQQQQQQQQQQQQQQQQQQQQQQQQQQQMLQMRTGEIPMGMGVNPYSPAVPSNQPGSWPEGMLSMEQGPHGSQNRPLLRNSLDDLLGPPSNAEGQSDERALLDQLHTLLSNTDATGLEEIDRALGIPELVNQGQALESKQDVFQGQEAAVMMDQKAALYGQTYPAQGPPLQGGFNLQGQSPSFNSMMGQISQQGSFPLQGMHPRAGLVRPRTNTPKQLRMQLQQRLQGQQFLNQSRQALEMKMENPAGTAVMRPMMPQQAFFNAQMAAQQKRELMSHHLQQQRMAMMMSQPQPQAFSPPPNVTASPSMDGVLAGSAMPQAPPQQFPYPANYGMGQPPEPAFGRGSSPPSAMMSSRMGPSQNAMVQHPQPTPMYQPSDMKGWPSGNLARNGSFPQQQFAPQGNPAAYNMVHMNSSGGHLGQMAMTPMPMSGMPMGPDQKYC
MEKK3 PB1 HTS: MEKK3-MEK5 PB1 interaction, increase or decrease | bead-based flow cytometry, Alexa488-MEK5 binding to MEKK3; actives lie on both sides; 0 = blocked by unlabeled MEK5, 100 = vehicle | binding response (% of control), % at 10 µM | Q99759 | 1.4% of 290,000 active;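 active means binding response more than 3 SD above or below the average of its plate-row segment, actives on both sides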;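 further: Alexa488 bead fluorescence after subtracting the streptavidin-only scavenger bead signal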
SUMO HTRF inh: blocks human SUMOylation mediated by UBC9 | P63279 | HTRF SUMOylation assay, SAE1/SAE2 + UBC9, in vitro | inhibition, % at 35 µM | 0.36% of 290,000 active | AID 2006; in the data active means inhibition above about 50%, passing the limit was not always enough; further: strong numbers were not always called active
IMP-1 inh: inhibitors of Pseudomonas aeruginosa IMP-1 metallo-beta-lactamase; 0.45% of 290,000 active; AID 1556; purified IMP-1, nitrocefin hydrolysis, epi-absorbance fluorescence; inhibition, % at 5.6 µM;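 active means inhibition above the mean plus 3 SD of all compounds in the same screening run, cut at about 4.5% in these data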;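 further: 0% = IMP-1 with DMSO and 100% = DMSO wells lacking enzyme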
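System: Purified IMP-1 | Read-out basis: Percent enzyme inhibition | Controls: IMP-1 with DMSO as 0%, enzyme-free DMSO as 100% | Replicates: One well per compound | Doses: 5.6 µM nominal single concentration | Detection: Epi-absorbance fluorescence, 480 nm excitation, 530 nm emission | Incubation: 25 °C, 15 min preincubation, 25 min reaction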
FID counter: fluorescent intercalator displacement, NS3 helicase counter-screen; DNA fluorescent intercalator displacement, fluorescence; inhibition, % at 7.9 µM; 0.17% of 290,000 active; AID 1845; in the data active means inhibition above about 37%;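 further: 0% = vehicle and 100% = reference compound; higher means more ethidium bromide displaced from hairpin DNA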
Starred values were filed as active, the others as inactive; nt = not tested or not shown; & = joins results of further samples; [ ] = dose if it differs, or a comment. The list is partial; rates above refer to the full screens.

SMILES | NS3 helicase inh | PHOSPHO1 inh | VIM-2 inhibitor | IDE cell activ | pCIP destab | MEKK3 PB1 HTS | SUMO HTRF inh | IMP-1 inh | FID counter
O=C(NCN1CCN(c2ccccc2)CC1)c1cnccn1 | 2 | -28 | -0.8 | -4 | 6 | 99 | 4 | -1.7 | -2
O=C(Nc1ccccc1)c1ccccc1CC[N+](=O)[O-] | -4 | 8 | -3.7 | 1 | -1 | 105 | -12 | -2.4 | 0
CC(=O)c1ccc(OCC(O)CN2CCN(CC(O)COc3ccc(C(C)=O)cc3)CC2)cc1 (stereo not given) | -2 | -13 | -0.1 | -2 | -8 | 103 | 0 | -2.5 | 6
NC(=O)c1ccc(NC(=O)COC(=O)CCCN2C(=O)c3cccc4cccc(c34)C2=O)cc1 | -5 | -5 | 0.6 | 1 | 10 | 99 | 26 | 1.2 | -2
O=C(Nc1ccccc1Cl)C1C2CCC3C(CCC21)C3(Cl)Cl (stereo not given) | 1 | -8 | -4.8 | 4 | -16 | 99 | -11 | -2.4 | -14
CCCn1c(NCCO)nc2ccccc21 | 2 | -12 | -1.6 | -3 | 8 | 104 | -2 | -2.5 | -2
COc1ccc(OC)c(/C(O)=C/C(=O)C(=O)Nc2ccccc2OC)c1 | 9 | 8 | -4.3 | 5 | -18 | 103 | -16 | -2.1 | -26
Cc1ccccc1NC(=O)c1cc([N+](=O)[O-])ccc1NCCN1C(=O)CCC1=O | -19 | 7 | -1.3 | 4 | 9 | 97 | 8 | -0.6 | 2
O=C(CCCCn1c(=O)[nH]c2ccccc2c1=O)NCCc1c[nH]c2ccccc12 | -2 | -4 | -0.3 | 5 | -5 | 103 | 10 | -1.5 | -20
CC(=O)OCc1cc2cccc(C)c2[nH]c1=O | 0 | -4 | 0.4 | 2 | 0 | 97 | 19 | -1.6 | 3
O=C1CC[C@@H](OCc2ccccc2)CCN1CC[C@H](Sc1ccccc1)c1ccccc1 | -21 | -7 | 1.6 | -1 | -13 | 98 | -6 | -1.8 | -37
COc1ccc(-c2cc(C3CCN(C(=O)OC(C)(C)C)CC3)[nH]n2)cc1 | -24 | 1 | -2.8 | 0 | 12 | 102 | -30 | -1.9 | -24
CCOC(=O)C1CCCN(C(=O)/C=C/c2ccccc2[N+](=O)[O-])C1 (stereo not given) | -4 | -1 | -1.3 | 7 | 3 | 98 | 0 | -1.2 | -9
CC(C)NC1CS(=O)(=O)CC1O (stereo not given) | -2 | 6 | 0.6 | 1 | 8 | 89 | -11 | -3.7 | 0
O=C(Cn1nc(C(=O)O)c2ccccc2c1=O)NCCC1=CCCCC1 | 5 | 24 | -1.1 | 8 | -13 | 97 | 23 | -1.2 | -4
COc1ccc(Cl)cc1NC(=O)CS(=O)(=O)c1cccc2nsnc12 | 0 | 18 | 1.2 | -2 | 4 | 109 | -22 | -1.4 | 5
CCOc1c2ccc(C(=O)NCc3ccco3)cc2nn1CCOC | 9 | 34 | 1.0 | -4 | 1 | 104 | 30 | -0.5 | -8
O=C(CSc1ncn[nH]1)Nc1c(F)cc(F)cc1Br | -3 | -24 | -2.4 | -1 | -6 | nt | 17 | -2.1 | -3
CCCCN1C(=O)/C(=C2/Sc3ccc(OC)cc3N2CC)SC1=S | -3 | 14 | 2.3 | 6 | 16 | 93 | 3 | 0.5 | 2
COc1ccc([C@@]2(O)c3c(ccc(CC=C(C)C)c3O)NC(=O)[C@@H]2OC)cc1 | nt | 18 | nt | 11 | -5 | 110 | -13 | nt | nt
CC(=O)Nc1ccc(NC(=O)c2ccc(NC(=O)c3ccccc3)cc2)cc1 | 3 | 15 | 0.6 | -1 | -13 | 102 | 25 | -1.5 | -9
Cc1cccc(CNS(=O)(=O)c2ccc(-c3cnc(C4CC4)o3)cc2)c1 | 7 | 33 | -3.1 | -6 | -1 | 94 | -7 | -2.7 | -29
O=C(Nc1ccccn1)c1cccc(S(=O)(=O)N2CCCC2)c1 | -1 | 32 | 0.1 | 5 | -14 | 82*[inhibitor] | 10 | -0.4 | -6
Cc1ccc2cc(/C=N/NC(=O)[C@@H]3CCCN3)c(Cl)nc2c1 | 1 | 41 | 10* | -1 | -4 | 93 | 7 | -1.6 | 0
Cc1ccc(O)c(NC(=S)NC(=O)/C=C/c2ccco2)c1 | -6 | -20 | -0.8 | 5 | 2 | 107 | -3 | -2.9 | -4
CC(=O)Nc1ccc(C(=O)Nc2nnc(CCc3ccccc3)s2)cc1 | 2 | 29 | -1.7 | 2 | -8 | 98 | 5 | -3.6 | -9
O=C1OCCN1C(=O)[C@H]1[C@H](c2ccc([N+](=O)[O-])cc2)C(c2cccc(Cl)c2)=NN1c1ccccc1 | -7 | -14 | -3.0 | 3 | -3 | 86 | 13 | -3.0 | -6
Cc1ccc(C(=O)Nc2cccc3cccnc23)cc1C | 3 | 10 | -1.2 | 4 | 2 | 111 | -8 | -3.6 | -14
C[C@@H]1O[C@@H](OC[C@H]2O[C@@H](Oc3c(-c4ccc(O)c(O)c4)oc4cc(O)cc(O)c4c3=O)[C@H](O)[C@@H](O)[C@@H]2O)[C@H](O)[C@H](O)[C@H]1O | -3 | -4 | -1.4 | 7 | -10 | 102&100 | 7 | -0.9 | -3
O=C(O)C/C(=C\c1cc(Cl)c2c(c1)OCO2)c1nc2ccccc2s1 | 20 | -13 | 14* | 3 | -10 | 99 | 5 | 1.3 | -21
CN1CCN(c2nc(-c3ccccc3O)nc3ccccc23)CC1 | -13 | 34 | 14* | 2 | 5 | 112 | -5 | -1.9 | 29
O=C(COC(=O)CNC(=O)c1cccc(F)c1)NCCC1=CCCCC1 | -5 | -11 | -0.3 | -1 | 11 | 103 | -20 | -3.4 | -19
C[C@@H](CSc1ccccc1)CN1CC[C@H](C(C)(C)C)CCC1=O | -7 | -13 | -0.1 | 2 | -6 | nt | 4 | 0.5 | -40
CC1CCCCC1NC(=O)C1CCC(CNc2c(N3CCCCC3)c(=O)c2=O)CC1 (stereo not given) | -5 | 46 | -1.4 | -2 | 5 | 101 | -8 | -5.1 | -17
Cn1c(C(O)c2ccc(Cl)cc2)nc(Cl)c1Cl (stereo not given) | -3 | 15 | -1.5 | -3 | 2 | 110 | 9 | -3.3 | -1
C=CCOc1ccc(C2C(C(=O)c3cccs3)=C(O)C(=O)N2c2nnc(C)s2)cc1 (stereo not given) | 9 | nt | 18* | 2 | nt | 105 | nt | 13* | -25
COc1ccc(CC(=O)NCC2CCCN(Cc3cccc(SC)c3)C2)cc1 (stereo not given) | 19 | 61* | -0.6 | 1 | -3 | 101 | -9 | -0.8 | 10
CC(=O)c1c(C)[nH]c(C(=O)N2CCN(c3cc(Cl)ccc3C)CC2)c1C | 5 | 11 | 0.0 | 6 | 6 | 97 | -13 | -0.5 | -5
O=C(O)/C=C/C(=O)Nc1ccc(-c2ccccc2)cc1 | -6&1 | 29&-16 | -1.6&-2.1 | 1 | -5&2 | 92&103 | 16&-10 | -1.2&-2.6 | 3&5
CNC(=S)N1N=C2c3ccccc3CCC2C1c1ccccc1Cl (stereo not given) | -3 | 25 | 1.5 | -2 | -3 | 83 | -9 | 0.0 | -1

Reformatted with two lines to a compound: entries from further up
Fields: NS3 helicase inh | PHOSPHO1 inh | VIM-2 inhibitor | IDE cell activ | pCIP destab | MEKK3 PB1 HTS | SUMO HTRF inh | IMP-1 inh | FID counter
C[C@@H](CSc1ccccc1)CN1CC[C@H](C(C)(C)C)CCC1=O
    -7 | -13 | -0.1 | 2 | -6 | nt | 4 | 0.5 | -40
CC1CCCCC1NC(=O)C1CCC(CNc2c(N3CCCCC3)c(=O)c2=O)CC1 (stereo not given)
    -5 | 46 | -1.4 | -2 | 5 | 101 | -8 | -5.1 | -17
Cn1c(C(O)c2ccc(Cl)cc2)nc(Cl)c1Cl (stereo not given)
    -3 | 15 | -1.5 | -3 | 2 | 110 | 9 | -3.3 | -1
C=CCOc1ccc(C2C(C(=O)c3cccs3)=C(O)C(=O)N2c2nnc(C)s2)cc1 (stereo not given)
    9 | nt | 18* | 2 | nt | 105 | nt | 13* | -25
COc1ccc(CC(=O)NCC2CCCN(Cc3cccc(SC)c3)C2)cc1 (stereo not given)
    19 | 61* | -0.6 | 1 | -3 | 101 | -9 | -0.8 | 10
CC(=O)c1c(C)[nH]c(C(=O)N2CCN(c3cc(Cl)ccc3C)CC2)c1C
    5 | 11 | 0.0 | 6 | 6 | 97 | -13 | -0.5 | -5
O=C(O)/C=C/C(=O)Nc1ccc(-c2ccccc2)cc1
    -6&1 | 29&-16 | -1.6&-2.1 | 1 | -5&2 | 92&103 | 16&-10 | -1.2&-2.6 | 3&5
CNC(=S)N1N=C2c3ccccc3CCC2C1c1ccccc1Cl (stereo not given)
    -3 | 25 | 1.5 | -2 | -3 | 83 | -9 | 0.0 | -1

Next part:
SMILES | NS3 helicase inh | PHOSPHO1 inh | VIM-2 inhibitor | IDE cell activ | pCIP destab | MEKK3 PB1 HTS | SUMO HTRF inh | IMP-1 inh | FID counter
O=C(Nc1ccccc1)Nc1nnc(-c2ccccc2)o1 | -5 | 4 | -1.5 | -3 | -1 | 102 | 19 | -2.5 | -3
CCOC(=O)c1[nH]c(C)c(C(=O)NCCC2=CCCCC2)c1C | -2 | -1 | -2.9 | 0 | -7 | 102 | 12 | -5.5 | -14
O=C(Nc1ccc([N+](=O)[O-])cc1Br)c1cccnc1 | 13 | -11 | 1.6 | 4 | 12 | 108 | 0 | -1.9 | 0
O=C(N/N=C/c1ccco1)c1cc(=O)[nH]c2ccccc12 | -3 | 1 | -1.7 | 3 | 12 | 102 | 14 | -2.3 | -4
CC(C)c1nc2oc3c(=O)[nH]cnc3c2c2c1COC(C)(C)C2 | 3 | 12 | -3.1 | -2 | -37 | 99 | 17 | -3.0 | -2
C/C(N)=C(/C#N)C(=O)COC(=O)CCS(=O)(=O)c1ccccc1 | 2 | -11 | -5.6 | 0 | -8 | nt | 16 | 0.3 | -5
O=C(Nc1ccc(Br)cc1F)c1ccc2c(c1)OCCO2 | 35 | 39 | -1.4 | -1 | -4 | 102 | 0 | -0.3 | -15
COC(=O)c1cc(C(=O)NC(C)(C)CC(C)(C)C)cc([N+](=O)[O-])c1 | 10 | 35 | 1.5 | 1 | 23 | 71 | -4 | -0.5 | -3
O=C1C2C3C=CC(C4CC34)C2C(=O)N1/N=C/c1ccc([N+](=O)[O-])s1 (stereo not given) | 4 | 2 | 1.1 | 5 | 7 | 105 | -9 | 0.0 | 3
N=c1oc2ccccc2cc1C(=O)Nc1ccccc1 | 5 | -7 | -1.4 | -2 | -20 | 102 | -1 | -2.9 | 0
O=C(CSc1ncccn1)Nn1cnnc1 | -6 | 21 | -0.5 | 7 | 18 | 92 | 23 | -3.5 | 2

Compound activity as filed in PubChem BioAssay.
